Assay outcomes as filed in PubChem BioAssay.
KCNK3 block: human KCNK3 channel inhibition, primary screen; O14649; CHO-KCNK3 thallium flux, FluxOR fluorescence; active compounds read low; B-score at 10 µM; 340,000 compounds, 0.84% hits; AID 602410;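 active = B-score under library mean minus 4 SD, starting fluorescence ratio at most library mean plus 5 SD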;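 note: more negative B-score means stronger inhibition of thallium flux through KCNK3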
KCNQ1 inh: inhibitors of human KCNQ1 potassium channel; CHO-K1 KCNQ1, FluxOR thallium flux fluorescence; active compounds read high; AID 2642; B-score at 10 µM; 310,000 compounds, 1.3% hits; P51787;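 active = compounds whose thallium flux B-score, printed positive for inhibition, exceeds three library SD while starting fluorescence stays within three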;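 note: channel opened by potassium depolarization with thallium stimulus after 20 min compound exposure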
KCNQ1 pot: potentiators or activators of human KCNQ1 potassium channel. P51787. AID 2648. B-score at 10 µM. 310,000 compounds, 0.35% hits. CHO-K1 KCNQ1, thallium flux FluxOR fluorescence; active compounds read high;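 active = fluorescence ratio B-score, a plate-corrected score, at least three library SD, with initial intensity B-score within 5 SD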
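Test system: CHO-K1 cells stably expressing KCNQ1 / Medium: assay buffer / Also added: depolarizing K+/Tl+ stimulus, K2SO4 and Tl2SO4 each 12.5 mM in 5x stock / Incubation: 90 min dye loading and 20 min compound exposure, both at room temperature / Signal: thallium influx via FluxOR fluorescence, kinetic imaging / Evaluation: B score of baseline-normalized fluorescence ratio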
hERG protect: compounds protecting human hERG from proarrhythmic drug block. Q12809. CHO-hERG, FluxOR thallium flux, dofetilide IC70 present. activation (rescue from dofetilide block), less the hit threshold, % at 10 µM. 310,000 compounds, 0.51% hits;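 active = activation above the mean of controls blocked by dofetilide plus 5 SD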;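 note: thallium influx through hERG after potassium depolarization seen as dye fluorescence rise; in these data hits start at about 4.7%; inactives centre near -7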
RGS4 act: RGS4 potentiation or activation; HEK293 M3R/inducible RGS4, carbachol calcium flux Fluo4; active compounds read low; B-score at 10 µM; 310,000 compounds, 0.92% hits;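 active = B-score of the integrated calcium signal more than 4 SD below the library mean, with starting fluorescence not abnormally high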;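 note: negative B-score means reduced calcium response which marks RGS4 activation or potentiation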
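System – HEK293 FlpIn-TREx cells, stable M3R, doxycycline-inducible RGS4 · Reagent – ECmax carbachol challenge · Times – compound preincubation 20 min at room temperature before agonist · Technique – Fluo4 fluorescence kinetic imaging of calcium · Measure – B score of integrated Fluo4 ratio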
GSK3beta inhib: blocks human GSK3beta kinase activity | 300,000 compounds, 0.038% hits | GST-GSK3beta kinase, ADP-Glo luminescence, 60 min; active compounds read low | activity score (negative = inhibition), % at 10 µM | P49841;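 active = more than half of replicate wells score below -50%, meaning over 50% inhibition versus plate controls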;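 note: 0% = median DMSO wells and -100% = median GW8510 positive control wells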
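Test system – GST-tagged human GSK3beta kinase, cell-free · Incubation – 60 min enzyme reaction, room temperature · Signal – ADP-Glo luminescence · Also added – peptide substrate and ATP at 25 µM · Controls – DMSO neutral wells and GW8510 at 20 µM as positive · Buffer or medium – Tris/MgCl2 kinase buffer · Measure – Luminescence-derived activity versus plate DMSO and GW8510 wells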
KCNK9 inh: human KCNK9 channel inhibition; HEK293 KCNK9, FluxOR thallium flux fluorescence; active compounds read low; B-score at 10 µM; 310,000 compounds, 1.2% hits; AID 488922;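 active = ratio B-score over 3 SD below the library mean, with starting fluorescence within 5 SD of its mean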;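 note: negative B-score means less thallium flux so channel inhibition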
Target sequence (Q9NPC2 whole entry, looked up): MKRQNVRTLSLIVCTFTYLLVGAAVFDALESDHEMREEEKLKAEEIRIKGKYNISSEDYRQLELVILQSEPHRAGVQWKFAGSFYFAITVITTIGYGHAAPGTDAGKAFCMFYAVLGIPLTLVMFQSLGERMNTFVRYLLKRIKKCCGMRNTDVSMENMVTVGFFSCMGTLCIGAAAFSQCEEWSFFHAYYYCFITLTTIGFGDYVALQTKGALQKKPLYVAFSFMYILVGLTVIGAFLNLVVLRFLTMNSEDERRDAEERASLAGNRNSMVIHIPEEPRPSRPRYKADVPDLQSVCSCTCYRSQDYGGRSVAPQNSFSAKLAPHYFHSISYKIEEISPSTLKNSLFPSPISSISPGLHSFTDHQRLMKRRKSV
GSK3 alpha inh: inhibitors of human GSK-3 alpha kinase; P49840; ADP-Glo luminescence, 60 min; inhibition, % at 10 µM; 320,000 compounds, 0.1% hits; AID 2650;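 in the data active = inhibition above about 50%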;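 note: GST-tagged GSK-3 alpha with peptide substrate and 25 µM ATP; 0% = DMSO neutral wells and 100% = GW8510 positive control wells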
DYRK1A inh: Dyrk1A (rat) kinase inhibition. ADP-Glo luminescence, NFATc1 peptide. inhibition, % at 12.5 µM. AID 504441. 310,000 compounds, 0.43% hits; in the data active = inhibition above about 50%;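 note: plate controls were vehicle with enzyme for no effect and no enzyme for full effect; many of its hits are not listed in these tables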
PolyA inhibitor: inhibitors of polyadenylation in S. cerevisiae; 300,000 compounds, 0.02% hits; S. cerevisiae SKY197-pL101 polyadenylation reporter, beta-gal luminescence; efflux-impaired pdr1/pdr3 knockout yeast; score 100 = 6 SD above DMSO; calls only at 12 µM;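 active = lowest replicate activity score at least 50, where 100 means six control SD above control mean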;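 note: yeast exposed to compound for 9 h at 30 °C; higher score means more reporter readthrough which indicates perturbed polyadenylation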
HDAC3 inh: human HDAC3 inhibition. O15379. recombinant HDAC3, fluorogenic peptide/trypsin coupled, fluorescence. inhibition, % at 8.3 µM. 320,000 compounds, 0.15% hits. AID 2718; in the data active = inhibition above about 26%, passing the limit was not always enough
Target sequence (O15379 whole entry, looked up): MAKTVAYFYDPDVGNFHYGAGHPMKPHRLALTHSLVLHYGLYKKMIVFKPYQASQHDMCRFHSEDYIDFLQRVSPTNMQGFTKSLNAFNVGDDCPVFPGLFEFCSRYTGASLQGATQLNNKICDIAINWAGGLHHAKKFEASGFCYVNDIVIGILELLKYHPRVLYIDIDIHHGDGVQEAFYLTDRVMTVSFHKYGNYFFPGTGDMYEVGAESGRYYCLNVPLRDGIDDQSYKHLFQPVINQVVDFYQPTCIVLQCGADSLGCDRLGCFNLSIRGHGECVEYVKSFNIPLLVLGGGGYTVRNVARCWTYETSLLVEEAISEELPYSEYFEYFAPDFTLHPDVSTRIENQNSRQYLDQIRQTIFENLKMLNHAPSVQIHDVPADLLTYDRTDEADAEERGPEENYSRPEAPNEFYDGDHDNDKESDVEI
Active calls of the source: *; i = inactive; . = no result given. This is a subset. The share of hits here may be higher or lower than overall.

SMILES	KCNK3 block	KCNQ1 inh	KCNQ1 pot	hERG protect	RGS4 act	GSK3beta inhib	KCNK9 inh	GSK3 alpha inh	DYRK1A inh	PolyA inhibitor	HDAC3 inh
O=C(CCC1COc2ccccc2O1)NCc1ccco1 (stereo unspecified)	i	i	i	-9	i	0	i	-3	-6	i	0
Cc1ccccc1CSCC(=O)NCc1ccco1	i	i	i	-6	i	2	i	-1	3	i	1
CC(C)C[C@@H](CO)N1CCN(Cc2ccc(O)cc2)CCC1=O	i	i	i	-8	i	-1	i	0	0	i	-3
CCN1CCCC1CNC(=O)c1[nH]c2ccc(OC)cc2c1C (stereo unspecified)	i	i	i	-4	i	-1	i	7	15	i	-19
CN(C)C(=O)CS(=O)(=O)c1ccc(Cl)cc1	i	i	i	-10	i	1	i	-3	-7	i	1
COc1ccc(C(=O)CC(=O)C(=O)Nc2cc([N+](=O)[O-])ccc2OC)cc1	i	i	i	-4	i	5	i	2	-3	i	0
CC12c3ccccc3C(c3ccccc31)C1C(=O)N(c3cccnc3)C(=O)C12 (stereo unspecified)	i	i	i	-8	i	-5	-7.6*	0	-3	i	2
COc1ccc(-c2nc(CNS(=O)(=O)c3cc(OC)ccc3OC)cs2)cc1	i	i	i	-11	i	0	i	-2	3	i	.
Cc1sc2ncnc(N3CCC(C(=O)Nc4nc(-c5ccc(F)cc5)cs4)CC3)c2c1C	i	i	i	-22	i	-4	i	-3	-2	i	1
CCCN(CC(=O)Nc1ccccc1C)C(=O)CCN1C(=O)c2cccc([N+](=O)[O-])c2C1=O	i	i	i	-6	i	0	i	0	-3	i	-1
CN(C)c1ccc(Sc2nnc(NC(=O)Nc3ccc(Cl)cc3Cl)s2)cc1	i	i	i	-5	i	2	i	5	-11	i	-11
CC(C(=O)Nc1ccc(F)c(F)c1F)N1CCCCCC1 (stereo unspecified)	i	i	i	-8	i	0	i	-2	-3	i	4
O=C(N/N=C(\Cc1ncc[nH]1)c1ccccc1)c1ccncc1	i	i	i	-11	i	3	i	1	.	i	1
Cc1ccc(SCC(=O)O/N=C(\N)c2cccnc2)cc1	i	i	i	-6	i	2	i	-1	1	i	-6
COc1ccccc1NS(=O)(=O)c1cccc(C(=O)N/N=C(\C)c2ccc3c(c2)OCCO3)c1	i	i	i	-1	i	3	i	4	-4	i	3
Cc1ccc(C)c(OCCCCN2CCCCC2)c1	i	i	i	-9	i	0	i	-1	.	i	-2
Cc1ccc(C)c(S(=O)(=O)Nc2nc3ccc(S(N)(=O)=O)cc3s2)c1	i	i	i	-8	i	2	i	-7	-5	i	7
COc1ccc(CCC(=O)N2CCc3ccccc32)cc1	i	i	i	-2	i	1	i	0	-6	i	-9
COc1ccc([N+](=O)[O-])cc1N(CC(=O)N1CCCC1)S(C)(=O)=O	i	i	i	-1	i	2	i	-5	-1	i	5
O=C(CN1C(=O)C(=O)N(C2CCCC2)C1=O)Nc1ccc(N2CCOCC2)cc1	i	i	i	-5	i	-1	i	-2	1	i	4
O=[N+]([O-])c1ccc(N2CCN(CC3CCCCC3)CC2)cc1	i	i	i	-8	i	-1	i	-1	0	i	13
CC(C)(C)NC(=S)NNC(=O)c1ccccc1Cl	i	i	i	-8	i	-1	i	0	-1	i	-2
O=c1cc(O)n(-c2ccccc2)c(=S)[nH]1	i	i	i	-6	i	1	i	-2	-6	i	-4
O=C(Cn1nnc(-c2ccccc2F)n1)Nc1ccc(S(=O)(=O)NC2CCCC2)cc1	i	i	i	-13	i	3	i	-4	4	i	-8
CC(C)CN(C(=O)COC(=O)c1ccc([N+](=O)[O-])o1)C1CCS(=O)(=O)C1 (stereo unspecified)	i	i	i	-7	i	0	i	-1	-1	i	-5

Part of the list above, reduced to RGS4 act and hERG protect:
Molecule,RGS4 act,hERG protect
Cc1ccc(C)c(OCCCCN2CCCCC2)c1,i,-9
Cc1ccc(C)c(S(=O)(=O)Nc2nc3ccc(S(N)(=O)=O)cc3s2)c1,i,-8
COc1ccc(CCC(=O)N2CCc3ccccc32)cc1,i,-2
COc1ccc([N+](=O)[O-])cc1N(CC(=O)N1CCCC1)S(C)(=O)=O,i,-1

Among those listed so far, these contain a furan ring, fused or not:
SMILES	KCNK3 block	KCNQ1 inh	KCNQ1 pot	hERG protect	RGS4 act	GSK3beta inhib	KCNK9 inh	GSK3 alpha inh	DYRK1A inh	PolyA inhibitor	HDAC3 inh
O=C(CCC1COc2ccccc2O1)NCc1ccco1 (stereo unspecified)	i	i	i	-9	i	0	i	-3	-6	i	0
Cc1ccccc1CSCC(=O)NCc1ccco1	i	i	i	-6	i	2	i	-1	3	i	1
CC(C)CN(C(=O)COC(=O)c1ccc([N+](=O)[O-])o1)C1CCS(=O)(=O)C1 (stereo unspecified)	i	i	i	-7	i	0	i	-1	-1	i	-5

New compounds follow:
SMILES	KCNK3 block	KCNQ1 inh	KCNQ1 pot	hERG protect	RGS4 act	GSK3beta inhib	KCNK9 inh	GSK3 alpha inh	DYRK1A inh	PolyA inhibitor	HDAC3 inh
Cc1ccc2sc(NC(=O)c3ccc(N4C(=O)CCC4=O)cc3)nc2c1C	i	i	i	-1	i	4	i	0	0	i	-15
Cc1cccc2cc(C3CC(c4cccs4)=NN3S(C)(=O)=O)c(Cl)nc12 (stereo unspecified)	i	i	i	-6	i	6	i	2	-7	i	.
CCn1c(=O)c2sccc2n(CC(=O)NC2CCCC2)c1=O	i	i	i	-8	i	-1	i	-2	-9	i	-2
CN1C(=O)Cc2cc(S(=O)(=O)Nc3ccc(N4CCOCC4)cc3)ccc21	i	i	i	-6	i	2	i	-2	0	i	1
O=C(Nc1nc(-c2ccccn2)cs1)C12CC3CC(CC(O)(C3)C1)C2	i	i	i	-4	i	-2	i	0	2	i	-9
CC(=O)Nc1ccc(NC(=O)CNC(=O)c2sc3ccccc3c2Cl)cc1	i	i	i	-10	i	0	i	.	1	i	.
Cc1nc(SCC(=O)Nc2cc(C)on2)c2c(C)c(C)sc2n1	i	i	i	-7	i	11	i	0	-7	i	3
O=C(/C=C/c1cccc(F)c1)NNC(=O)c1ccncc1	i	i	i	-14	i	3	i	0	-8	i	6
Cc1ccccc1OCC(=O)NCC(c1ccco1)N1CCCCC1 (stereo unspecified)	i	i	i	-12	i	4	i	-2	-2	i	-12
FC(F)(F)c1cccc(NC(=S)Nc2cccc(Cl)c2)c1	-11*	18*	i	-43	i	1	i	-2	20	i	11
COc1cc2c(cc1OC)CN(CCOc1ccc(Br)cc1)CC2	i	i	i	-4	i	3	i	-2	8	i	2
COc1ccc(Cl)cc1S(=O)(=O)n1c([N+](=O)[O-])cnc1C	i	i	i	-5	i	3	i	-3	.	i	2
CC1CCCC(NC(=O)c2nn(C)c3c2CS(=O)(=O)c2ccccc2-3)C1C (stereo unspecified)	i	i	i	-6	i	1	i	-2	-5	i	1
O=C(Nc1ccc(S(=O)(=O)NC2=NCCCCC2)cc1)c1ccc(=O)[nH]c1	i	i	i	0	i	0	i	-2	0	i	8
O=C(O)CSc1cccc2cccc(C(=O)O)c12	i	i	i	-1	i	3	i	4	1	i	0
O=C(CNC(=O)c1ccccc1)N/N=C/c1ccccc1Cl	i	i	i	-11	i	0	i	-3	-1	i	11
CCOC(=O)CN1C(=O)N[C@@H](c2cccc(C(F)(F)F)c2)C(C(C)=O)=C1C	i	i	i	-1	i	-1	i	0	3	i	4
CC1=CCC(C(=O)O)(C(=O)N/N=C/c2cccs2)C(c2ccc(Cl)cc2)C1 (stereo unspecified)	i	i	i	-1	i	-2	i	0	-11	i	14
O=S(=O)(Nc1ccccc1)c1ccc(-c2cnc(C3CC3)o2)cc1	i	i	i	-7	i	3	i	-2	-6	i	-3
O=C(NCCc1ccccc1)c1cc2sccc2n1Cc1ccccc1	i	i	i	-12	i	1	i	1	-7	i	10

Looked up above:
COc1ccccc1NS(=O)(=O)c1cccc(C(=O)N/N=C(\C)c2ccc3c(c2)OCCO3)c1 – DYRK1A inh: -4
CN1C(=O)Cc2cc(S(=O)(=O)Nc3ccc(N4CCOCC4)cc3)ccc21 – GSK3 alpha inh: -2
O=C(CCC1COc2ccccc2O1)NCc1ccco1 (stereo unspecified) – GSK3 alpha inh: -3
Cc1ccc(C)c(S(=O)(=O)Nc2nc3ccc(S(N)(=O)=O)cc3s2)c1 – HDAC3 inh: 7
COc1ccc([N+](=O)[O-])cc1N(CC(=O)N1CCCC1)S(C)(=O)=O – GSK3beta inhib: 2
O=C(Cn1nnc(-c2ccccc2F)n1)Nc1ccc(S(=O)(=O)NC2CCCC2)cc1 – GSK3 alpha inh: -4
